Screening results: PubChem, National Center for Advancing Translational Sciences (NCATS)
USP1 inh = blocks the human USP1/UAF1 deubiquitinase complex | Potency, µM (titrated, usually from 57.1 µM), without a hit: at the highest dose activity change, negative = inhibition, hits mostly inhibitors | 0.23% of 390,000 active | recombinant USP1/UAF1, Ub-Rhodamine cleavage fluorescence | O94782 | AID 743255; further: potency means the concentration at half of the fitted maximal effect; on the % scale 0 is the no-effect control and ±100 the full control effect; nearly all actives have a fitted effect of over 60% in size; inactives centre near -12
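Step one: compound is pinned into 1nM USP1/UAF1 in HEPES pH 7.8 buffer with TCEP. Step two: 15 min room-temperature incubation. Step three: Ub-Rho (150nM final) starts cleavage, tracked by fluorescence over six one-minute reads.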
RGS4 inh = human RGS4 inhibition | Potency, µM (highest dose often 114 µM), without a hit: at the highest dose activity change, negative = inhibition, hits mostly inhibitors | 0.039% of 390,000 active | Transcreener GDP fluorescence polarization, RGS4-accelerated GTP hydrolysis; further: potency means the concentration at half of the fitted maximal effect; on the % scale 0 is the no-effect control and ±100 the full control effect; nearly all actives have a fitted effect of over 75% in size; some results filed as inactive show a strong effect at the top dose
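MLSMR compounds (23 nl, pin-transferred) preincubated 10 min at room temperature with a 500nM (2x) first reagent, then RGS4 at 900nM (2x) plus Transcreener GDP mix added; fluorescence polarization (620/688 nm) read before and after 90 min at 30 °C.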
mIDH1 inhibitor = blocks human mutant IDH1 R132H enzyme | IDH1-R132H enzyme, NADPH consumption, diaphorase/resazurin fluorescence | AID 602179 | Potency, µM (highest dose often 76.6 µM), inactives show top-dose activity change, negative = inhibition, actives largely listed as inhibitors | O75874 | 0.093% of 390,000 active; further: potency means the concentration at half of the fitted maximal effect; on the % scale 0 is the no-effect control and ±100 the full control effect; nearly all actives have a fitted effect of over 65% in size
Target sequence (O75874 whole entry R132H, stated change not applied): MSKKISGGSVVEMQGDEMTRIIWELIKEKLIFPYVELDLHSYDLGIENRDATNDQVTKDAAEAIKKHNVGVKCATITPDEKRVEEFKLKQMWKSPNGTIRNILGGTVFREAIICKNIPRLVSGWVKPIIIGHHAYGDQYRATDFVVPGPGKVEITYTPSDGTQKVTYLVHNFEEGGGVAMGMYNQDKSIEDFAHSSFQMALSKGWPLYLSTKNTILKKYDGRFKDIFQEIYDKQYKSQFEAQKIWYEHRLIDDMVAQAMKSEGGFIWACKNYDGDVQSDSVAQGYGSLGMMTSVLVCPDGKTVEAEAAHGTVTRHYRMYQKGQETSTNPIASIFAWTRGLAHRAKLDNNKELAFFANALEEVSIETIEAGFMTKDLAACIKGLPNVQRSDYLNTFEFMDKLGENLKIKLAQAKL
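IDH1-R132H (0.5 ug/mL dispensed) in pH 7.5 Tris buffer was preincubated 30 min with compound, then given a substrate mix of 0.016 mM NADPH and 2 mM alpha-KG for 80 min at room temperature; remaining NADPH was read by diaphorase/resazurin fluorescence.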
Vif-APOBEC3F blk = inhibitors of Vif-A3F interaction. HeLa A3F-eYFP + Vif (tagged APOBEC3F with the HIV-1 protein that degrades it), YFP fluorescence increase. Potency, µM (top dose mostly 46.1 µM), for the others: at the highest dose activity, negative = active. 0.2% of 390,000 active. AID 602313; further: potency means the concentration at half of the fitted maximal effect; % of control where 0% means no effect; nearly all actives have a fitted effect of over 65% in size
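HeLa cells stably expressing Vif plus C-terminally eYFP-tagged A3F were seeded, incubated overnight at 37 deg C, dosed with compound, incubated overnight again at 37 deg C. Yellow fluorescence (Ex 488/Em 500-530) reported blocked Vif-mediated A3F-eYFP degradation.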
Glioma ERSR ind = induces the endoplasmic reticulum stress response in human glioma cells | 0.02% of 420,000 active | Potency, µM, for inactives: at the top dose activation, most hits filed as activators | U87-MG GRP78 promoter luciferase reporter, 16 h | AID 602332; further: potency means the concentration at half of the fitted maximal effect; series mostly up to about 76 µM; % of control where 0% means no effect; nearly all actives have a fitted effect of over 35% in size
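Stably transfected U87-MG glioma cells carrying a GRP78-based luciferase sensor; 16 h compound incubation. Luminescence end-point read 10 min after Bright-Glo addition at room temperature.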
TrxR1 substrate = substrates of rat thioredoxin reductase 1. purified TrxR1 substrate turnover, NADPH consumption readout. Potency, µM (doses to about 114 µM), without a hit: at the top dose activity change, negative = substrate turnover. 0.01% of 390,000 active. AID 588456; further: potency means the concentration at half of the fitted maximal effect; on the % scale 0 is the no-effect control and ±100 the full control effect; nearly all actives have a fitted effect of over 50% in size
Target sequence (O89049 whole entry, looked up): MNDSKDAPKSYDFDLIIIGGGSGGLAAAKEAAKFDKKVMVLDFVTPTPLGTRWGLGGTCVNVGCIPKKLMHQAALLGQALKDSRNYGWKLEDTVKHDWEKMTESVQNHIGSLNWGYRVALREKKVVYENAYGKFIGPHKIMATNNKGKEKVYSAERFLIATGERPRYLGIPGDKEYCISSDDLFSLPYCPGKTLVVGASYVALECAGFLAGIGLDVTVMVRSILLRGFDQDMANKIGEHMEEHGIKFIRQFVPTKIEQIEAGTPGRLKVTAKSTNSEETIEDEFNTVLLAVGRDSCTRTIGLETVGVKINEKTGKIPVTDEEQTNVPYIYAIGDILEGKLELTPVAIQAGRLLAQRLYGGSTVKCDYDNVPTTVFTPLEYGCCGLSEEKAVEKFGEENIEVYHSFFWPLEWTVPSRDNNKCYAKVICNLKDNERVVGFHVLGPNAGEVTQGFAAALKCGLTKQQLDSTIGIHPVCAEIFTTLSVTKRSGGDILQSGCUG
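Rat TrxR1, dispensed at 90 nM, was prereduced with 400 uM NADPH (final) for 5 min at ~22 deg C, then incubated with compound 15 min before 400 uM selenite. A first-read NADPH fluorescence drop versus no-compound background flagged substrates.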
Vif-APOBEC3G blk = blocks the Vif interaction with human APOBEC3G; Potency, µM (top dose mostly 46.1 µM), for inactives: at the highest dose activity, negative = active, usual class: inhibitors; HeLa A3G-eYFP + Vif (tagged APOBEC3G with the HIV-1 protein that degrades it), YFP fluorescence, overnight; 0.076% of 410,000 active; Q9HC16;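 further: potency means the concentration at half of the fitted maximal effect; on the % scale 0 is the no-effect control and ±100 the full control effect; nearly all actives have a fitted effect of over 60% in size; hits raise eYFP signal because A3G escapes Vif-driven loss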
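HeLa cells stably expressing Vif and C-terminally eYFP-tagged A3G, seeded overnight at 37 deg C, then exposed to compound by pintool overnight at 37 deg C. Rise in yellow fluorescence (Ex 488/Em 500-530, Acumen) marks blocked Vif-driven A3G degradation.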
LDHA block = inhibitors of human lactate dehydrogenase A; purified LDHA, NADH/diaphorase-resazurin fluorescence; active compounds read low; activity change, % (values are at about 110 or 230 µM); 0.15% of 480,000 active; AID 1347041; in the data active means activity change below about -30%; inconclusive means mostly about -25% to -30%;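 further: plate controls were DMSO wells for no effect and wells without enzyme for full effect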
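Enzyme activity of human lactate dehydrogenase 5 (2 nM; 0.06 mM NADH, 0.2 mM pyruvate, 5 min, RT) is measured via a resazurin/diaphorase fluorescence readout of residual NADH.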
TrxR1 inh = rat TrxR1 inhibition | O89049 | recombinant rTrxR1, NADPH fluorescence consumption, selenite substrate | Potency, µM (titrated, usually from 114 µM), for inactives: at the top dose activity change, negative = inhibition, usual class: inhibitors | 1% of 390,000 active | AID 588453; further: potency means the concentration at half of the fitted maximal effect; on the % scale 0 is the no-effect control and ±100 the full control effect; nearly all actives have a fitted effect of over 65% in size
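Rat TrxR1 (90 nM in the dispensed reagent) was pre-reduced with 400 uM NADPH for 5 min at room temperature, then incubated with compound for 15 min. After 400 uM selenite was added, NADPH fluorescence (Ex 340/Em 450 nm) was followed for 8 min.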
* hit, by the source's call; ? = inconclusive; . = no result given; & = joins results of further samples; [ ] = remark or other dose. Unless noted, the call rests on the fitted dose curve; in most records, active means well fitted curve in the direction sought with a large enough effect; inconclusive means small, poorly fitted or top-dose-only effect, or another doubt; inactive means no such curve, though single readings can be large; an effect the other way counts as inactive or inconclusive. These rows are one share of the data; count on the stated rates, not on these rows.

Second line of a record: USP1 inh	RGS4 inh	mIDH1 inhibitor	Vif-APOBEC3F blk	Glioma ERSR ind	TrxR1 substrate	Vif-APOBEC3G blk	LDHA block	TrxR1 inh
- O=C(Nc1cc(Cl)ccc1O)c1snnc1-c1ccccc1
  -23%	-46%	0%	0%	-6%	-8%	4%	-4	-5%
- CC(C)C(NC(=O)Cc1ccccc1)C(=O)N1CCN(c2cccc(Cl)c2)CC1 (stereo not drawn)
  -22%	-19%	0%	1%	-5%	-10%	-4%	0	9%
- COc1ccccc1C(=O)NCC(=O)OC(C)C(=O)N(C)C1CCCCC1 (stereo not drawn)
  -13%	9%	-3%	3%	-1%	-1%	2%	-3	16%
- Cc1cc(Cl)c(S(=O)(=O)N2CC(C)OC(C)C2)cc1OCC(N)=O (stereo not drawn)
  -1%	-23%	8%	2%	-2%	-12%	0%	-5	-16%
- O=C(c1ccc([N+](=O)[O-])cc1)N(Cc1ccco1)c1ccccn1
  -22%	0%	8%	9%	0%	3%	3%	0	6%
- Cc1noc(C)c1S(=O)(=O)NCCN1CCN(c2ccccc2)CC1
  -13%	-3%	8%	.	-5%	11%	1%	-1	16%
- COC(C[C@H]1O[C@H]1[C@@H](O)[C@@H](C)OCc1ccccc1)OC
  -17%	-8%	14%	-3%	-1%	5%	0%	0	18%
- O=[N+]([O-])c1cc([N+](=O)[O-])c(Oc2c(F)cc(F)cc2F)cc1NN1CCCCC1
  0%	13%	-6%	-4%	-3%	4%[57.1 µM]	0%	3	-4%[57.1 µM]
- COc1ccccc1C(=O)C1CCCN(C(=O)c2cccnc2SC)C1 (stereo not drawn)
  ?	21%	7%	-8%	-6%	6%[57.1 µM]	2%	-1	18%[57.1 µM]
- O=C(COc1ccccc1Cl)NCc1ccccc1
  -19%	-10%	1%	-8%	0%	-2%[57.1 µM]	-4%	-4	5%[57.1 µM]
- O=C(c1ccccc1)c1cccn1CC(=O)N1CCCCCC1
  -18%	-18%	2%	-7%	-4%	3%	0%	-6	5%
- Nc1c(C(=O)O)sc2nc(-c3ccccc3)cc(-c3ccc(F)cc3)c12
  -25%	-52%	?	?	0%	-4%	?	-4	?
- O=C(CN1C(=O)NC2(CCOc3ccccc32)C1=O)NCc1ccc(F)cc1 (stereo not drawn)
  -7%	21%	11%	1%	0%	-3%	1%	-4	1%
- COC1CCCN(C(=O)c2cccc(OC3CCN(S(C)(=O)=O)CC3)c2)C1 (stereo not drawn)
  -7%	-3%	-7%	-4%	5%	-3%	2%	-4	3%
- Cc1occc1C(=O)NCc1ccc2c(c1)OCO2
  -7%	-5%	2%	-1%	1%	-4%	0%	-7	-7%

In the list so far, these have a furan ring, fused or not.
Second line of a record: USP1 inh	RGS4 inh	mIDH1 inhibitor	Vif-APOBEC3F blk	Glioma ERSR ind	TrxR1 substrate	Vif-APOBEC3G blk	LDHA block	TrxR1 inh
- O=C(c1ccc([N+](=O)[O-])cc1)N(Cc1ccco1)c1ccccn1
  -22%	0%	8%	9%	0%	3%	3%	0	6%
- Cc1occc1C(=O)NCc1ccc2c(c1)OCO2
  -7%	-5%	2%	-1%	1%	-4%	0%	-7	-7%

Next records
Second line of a record: USP1 inh	RGS4 inh	mIDH1 inhibitor	Vif-APOBEC3F blk	Glioma ERSR ind	TrxR1 substrate	Vif-APOBEC3G blk	LDHA block	TrxR1 inh
- Cc1ccc(OCc2nnc(SCC(=O)Nc3ccc4c(c3)OCCO4)n2Cc2ccco2)cc1
  -7%	-4%	-4%	2%	-3%	-6%	-1%	-11	-9%
- CSCCOC(=O)COc1ccc(/C=N/NC(=O)c2nn(C)cc2Cl)cc1
  -17%	10%	7%	-3%	-11%	-11%	-1%	-7	?
- CC(=O)c1cccc(CN2CCN(C3CCCCC3)C(CCO)C2)c1 (stereo not drawn)
  -21%	3%	8%	1%	0%	2%	2%	-6	12%
- COc1ccc(Nc2nc(N)c3ccccc3n2)c(OC)c1
  -10%	-5%	9%	5%	?	-3%	-1%	-2	14%
- O=C(O)CNC(=O)c1ccccc1F
  4%	-15%	-1%	0%	-3%	-3%	1%	-7	-9%
- Nc1cccc(CCc2nc3ccccc3[nH]2)c1
  -2%	8%	-2%	-10%	1%	-1%	-4%	-6	-4%
- O=C(NCCCn1ccnc1)c1cn(-c2ccccc2)nc1-c1ccccc1
  2%	-11%	0%	0%	1%	-4%	-2%	0	6%
- CCN1C(=O)c2cccc3c(S(=O)(=O)Nc4ccc(OC)cc4OC)ccc1c23
  2%	25%	0%	-7%	-5%	-4%	0%	0	7%
- CCCOc1ccc(/C(CC)=N/NC(=O)C2(C)CC2(Br)Br)cc1 (stereo not drawn)
  -22%	-15%	6%	-1%	-1%	4%	-1%	2	16%
- COC(=O)c1sc(-c2ccc(C(C)(C)C)cc2)cc1NC(=O)COCC(=O)O
  -25%	-24%	-10%	7%	2%	-2%[57.1 µM]	-4%	-5	12%[57.1 µM]
- N#Cc1c(-c2cccs2)nc(SCC(=O)c2ccc(Br)cc2)[nH]c1=O
  ?	-52%	0%	?	-3%	4%	-7%	16	-24%
- CC(C)(C)OC(=O)C[C@@H]1C/C=C\C[C@H](CC(=O)N(CCO)Cc2ccccc2)C(=O)NC[C@H](c2ccccc2)OC1=O
  -15%	7%	-2%	6%	-3%	0%	4%	-2	20%
- CCCc1cc(=O)[nH]c(SCc2nc3ccccc3o2)n1
  -23%	2%	13%	-2%	5%	-1%[57.1 µM]	-7%	1	-1%[57.1 µM]
- COc1cc(C(=O)N(Cc2ccccc2)c2cccc(C)c2)ccc1OCC(=O)N1CCOCC1
  -10%	.	-1%	0%	-5%	.	-1%	2	.
- CCCc1cc(C(=O)N(C2CCCCC2)C2CCCCC2)no1
  -22%	1%	0%	-1%	-1%	6%[57.1 µM]	7%	2	9%[57.1 µM]
- CC(=O)C1=C(O)C(=O)N(CCN(C)C)C1c1ccc(Cl)cc1 (stereo not drawn)
  -18%	6%	4%	-4%	-5%	8%	-3%	4	13%
- O=C(COC(=O)Cc1c[nH]c2ccccc12)Nc1ccc(Cl)cc1
  -6%	.	0%	3%	-3%	.	0%	-1	.
- COc1ccc(COC(=O)c2ccc(C)c(S(=O)(=O)N3CCOCC3)c2)cc1F
  1%	-1%	0%	-10%	-2%	-8%	-4%	-5	1%
- Cc1oc2cc3oc(=O)c(CC(=O)NCc4ccccc4)c(C)c3cc2c1C
  -2%	0%	2%	-8%	-2%	8%	-10%	-10	21%
- Cc1onc(-c2ccccc2)c1-c1ccnc(N)n1
  -6%	19%	1%	8%	-2%	5%[57.1 µM]	1%	-11	12%[57.1 µM]
- Cc1cnn(-c2ccc3nnc(-c4ccc(Br)cc4)n3n2)c1
  -11%	23%	-3%	2%	-8%	17%	-4%	-11	18%
- CN(CCNC(=O)c1ccc(CS(=O)(=O)c2ccc(Br)cc2)o1)CCc1ccccc1
  -18%	-41%	10%	-12%	0%	6%	2%	-2	13%
- COc1ccccc1C=NNC(=O)c1ccncc1
  -1%	-9%	7%	-3%	-4%	-2%[57.1 µM]	1%	-3	3%[2.29 µM]
- CCN1CCN(C(=O)COCc2cc(-c3ccc4c(c3)OCO4)on2)CC1
  -9%	20%[11.4 µM]	-5%	-8%	-4%	8%	5%	-9	-7%
- Cn1nnnc1Sc1ncnc2scc(-c3ccc(Br)cc3)c12
  .	-12%	.	0%	-10%	-6%	?	-14&-2	-17%
- CC(=O)c1ccccc1-c1csc2ncnc(Sc3nnnn3C)c12
  .	-2%	.	4%	-10%	3%	-22%	-1&0	-3%
- COc1cc(/C=C2/C(=N)N3C(SC)=NSC3=NC2=O)ccc1OC(=O)c1ccco1
  -4%	-31%	-3%	?	4%	3%[57.1 µM]	-18%	-5	7%[57.1 µM]
- CCOC(=O)N1CCN(c2c(F)cc3[nH]c(=S)[nH]c3c2Br)CC1
  -5%	-36%	1%	-12%	-1%	1%	-24%	-10	-8%
- COc1ccc(-n2nc(C(=O)Nc3cccc(C)n3)c3c4ccccc4n(C)c3c2=O)cc1
  -19%	6%	.	.	.	-1%	.	-6	8%
- Cc1ccc(S(=O)(=O)C(CNC(=O)C(=O)NCc2ccccc2C)c2cccs2)cc1 (stereo not drawn)
  1%	1%	0%	-5%	-1%	1%[57.1 µM]	3%	-6	8%[57.1 µM]
- O=c1c2cc([N+](=O)[O-])ccc2nc(CN2CCN(c3ccccn3)CC2)n1-c1ccccc1F
  -8%	10%	5%	-6%	-5%	-11%	-6%	-6	-6%
- O=C(NC1(C(F)(F)F)NC(=O)N(CCc2ccccc2)C1=O)c1ccccc1F (stereo not drawn)
  -21%	-8%	-3%	-3%	-2%	6%	2%	0	32%
- Cc1cc(N)ccc1-n1c(C)ccc1C
  -18%	-37%	-2%	-3%	-2%	-9%	-2%	22	?
- Cc1cccc(NC(=O)CSc2nc(=O)n(CCN3CCOCC3)c3c2CCC3)c1
  -25%	-11%	21%	0%	-3%	-8%[57.1 µM]	3%	2	1%[57.1 µM]
- O=C(CCn1cccn1)Nc1ccc2c(c1)OCO2
  -27%	7%	28%	0%	0%	6%	-4%	0	16%
